Compound activity from PubChem BioAssay.
mcGAS MS inh: inhibitors of mouse cGAS. Q8C6L5. recombinant mouse cGAS, cGAMP by RapidFire MS. inhibition, % at 12.5 µM. 130,000 compounds, 0.18% hits;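 active = inhibition of cGAS enzyme activity at or above 60%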;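 also: enzyme stimulated by 45 bp dsDNA with ATP and GTP substrates; cGAMP share of summed cGAMP plus half ATP and half GTP signals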
Target sequence (Q8C6L5 whole entry, looked up): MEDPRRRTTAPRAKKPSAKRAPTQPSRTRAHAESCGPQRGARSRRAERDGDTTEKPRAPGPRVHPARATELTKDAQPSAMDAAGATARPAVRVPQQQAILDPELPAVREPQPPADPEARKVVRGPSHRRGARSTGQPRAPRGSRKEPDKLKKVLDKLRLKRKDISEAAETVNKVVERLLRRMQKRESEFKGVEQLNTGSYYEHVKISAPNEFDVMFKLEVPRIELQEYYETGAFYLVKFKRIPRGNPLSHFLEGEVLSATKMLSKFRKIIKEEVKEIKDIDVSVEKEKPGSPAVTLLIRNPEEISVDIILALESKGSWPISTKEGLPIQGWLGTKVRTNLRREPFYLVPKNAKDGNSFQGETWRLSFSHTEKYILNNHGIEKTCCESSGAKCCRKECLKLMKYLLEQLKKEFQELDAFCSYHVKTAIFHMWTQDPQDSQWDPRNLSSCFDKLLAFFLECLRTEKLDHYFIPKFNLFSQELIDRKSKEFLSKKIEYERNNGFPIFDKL
* = called active by the depositor; & = joins results of further samples. An excerpt; the hit share may differ from the screen's.

`C[C@@]1(O)CCN(C(=O)CN2CCOC2=O)C[C@@H]1Cc1ccccc1` gave mcGAS MS inh -53.
`COc1ccc(Br)cc1C=C1NC(=S)NC1=O` gave mcGAS MS inh 12.
O=C(C1c2ccccc2Oc2ccccc21)N1CCN=C1SCc1cccnc1 was read as mcGAS MS inh -4.
Screening Cc1ccc(Cl)cc1NC(=O)CN1CCN(C(=O)C2CCCO2)CC1 (centres undefined) returned mcGAS MS inh 0.
For O=C(Cn1c(-c2ccc([N+](=O)[O-])s2)nc2ccccc21)N[C@H]1C[C@H]2CC[C@@H]1C2 the results were mcGAS MS inh -8.
Cn1ncc(Nc2ccc(N3CCSCC3)cc2)c(Cl)c1=O was read as mcGAS MS inh -7.
Screening COC(=O)CCc1ccc(-c2cncs2)cc1 returned mcGAS MS inh -4.
Screening CC1CN(C2CCOC2=O)c2ccccc21 (centres undefined) returned mcGAS MS inh -5.
`CC(C)c1nc(SCC(=O)NC(C)c2ccc(Cl)c(Cl)c2)n[nH]1` (centres undefined) gave mcGAS MS inh -7.
Screening COC(=O)C1=C(C)NC(C)=C(C(=O)OC)C1C(=O)OC returned mcGAS MS inh -71.
Screening COc1cc(S(=O)(=O)N2CCN(c3ccccc3C)CC2)ccc1Br returned mcGAS MS inh 10.
For CC1CCCN(C2=Nc3c(Cl)cc(Cl)c4cccc2c34)C1 (centres undefined) the results were mcGAS MS inh -5.
`CCS(=O)(=O)N(C)[C@H]1c2cc(C#N)ccc2OC(C)(C)[C@@H]1O` gave mcGAS MS inh 0.
Cc1cc(C)c2sc(=NC(=O)c3ccc(S(C)(=O)=O)cc3)n(C)c2c1 was read as mcGAS MS inh -5.
`O=C(CC1CSc2nc3[nH]ncc3c(=O)n21)Nc1ccc(Cl)c(Cl)c1` (centres undefined) gave mcGAS MS inh 6.
`Cc1ccc(S(=O)(=O)NCC(Nc2cccc(Cl)c2)c2ccccc2)cc1` (centres undefined) gave mcGAS MS inh -6.
`COc1ccccc1N1CC(NC(=O)c2cnn3ccn(C)c23)CC1=O` (centres undefined) gave mcGAS MS inh -2.
`CC(NC(=O)C1(Oc2ccc(Cl)cc2)CCNCC1)c1cnn(C)c1` (centres undefined) gave mcGAS MS inh 0.
Cc1ccnc(C(NC(=O)c2ccc(O)c(Cl)c2)C2CC2)c1 (centres undefined) was read as mcGAS MS inh -11.
Screening COc1ccc(CCC2CCCN(C(=O)c3ccccn3)C2)cc1 (centres undefined) returned mcGAS MS inh -9.
`COC(=O)CC(NC(=O)C1=NN(C)C(=O)CC1)c1ccc(Cl)cc1` (centres undefined) gave mcGAS MS inh 1.
For COCCn1c(=O)c2c(nc3n(-c4ccccc4F)c(-c4ccccc4)cn23)n(C)c1=O the results were mcGAS MS inh 0.
For Cn1c2ccccc2n2nc(-c3ccccc3)nc12 the results were mcGAS MS inh 10.
`CC(=O)Oc1ccccc1Cn1c(C)c(C(=O)NCc2ccc(Cl)c(Cl)c2)sc1=O` gave mcGAS MS inh 2.
For Cc1n[nH]c(C)c1C12CC3CC(CC(C3)C1)C2 the results were mcGAS MS inh -12.
For c1ccc(-c2nn3c(-c4ccccc4)nnc3s2)cc1 the results were mcGAS MS inh 1.
Screening CCCC(=O)C1=C(c2ccc(C)c(C)c2)N(C(=O)CCC)n2c(C)nnc2S1 returned mcGAS MS inh -2.
For CC1(C)C=NN2C1N1N=CC(C)(C)C1N1N=CC(C)(C)C21 (centres undefined) the results were mcGAS MS inh 1.
`COCc1cc(NCCc2ccc(S(C)(=O)=O)cc2)ncn1` gave mcGAS MS inh -56.
For Cc1cc(-c2csc(N)n2)c(C)c(C)c1C the results were mcGAS MS inh -6.

Three successive compounds from above, for reference:
For CC1(C)C=NN2C1N1N=CC(C)(C)C1N1N=CC(C)(C)C21 (centres undefined) the results were mcGAS MS inh 1.
`COCc1cc(NCCc2ccc(S(C)(=O)=O)cc2)ncn1` gave mcGAS MS inh -56.
For Cc1cc(-c2csc(N)n2)c(C)c(C)c1C the results were mcGAS MS inh -6.

Other compounds follow:
For O=C(NC1CC(=O)N(CCc2ccccc2)C1)c1cccc(-n2cnnc2)c1 (centres undefined) the results were mcGAS MS inh -28.
Screening CC1NC(=O)C2(CCCC2)NC1=O (centres undefined) returned mcGAS MS inh -3.
`CN(Cc1ccc(F)cc1Cl)C(=O)c1cc(C(N)=O)cs1` gave mcGAS MS inh -8&-5.
`Fc1ccc(OCC2CCCN(Cc3nc(-c4ccccn4)no3)C2)cc1` (centres undefined) gave mcGAS MS inh -3.
For CCCCCn1c(CC(C)(C)C)nc2ccccc21 the results were mcGAS MS inh -4.
For C=CCn1cc(CN2CCC(c3ccnc(-c4cccc(O)c4)c3)C2)c(C)n1 (centres undefined) the results were mcGAS MS inh -8.
For CC(C)(C)NC(=O)CN1CCN(CCSc2ccc(F)cc2)CC1 the results were mcGAS MS inh 3.
`CN(Cc1cnc2c(-c3ccccc3)cnn2c1)Cc1cccc2ncccc12` gave mcGAS MS inh -16.
`CCCc1ccc(S(=O)(=O)NCc2nc3cccc(C)c3n2C)cc1` gave mcGAS MS inh 11.
`Cc1ccccc1C1CC(C)N(CCCO)C1` (centres undefined) gave mcGAS MS inh -5.
For COc1ccc(CNC(=O)c2nn(-c3ccccc3C)c(=O)cc2OC)cc1 the results were mcGAS MS inh -31.
`CCOc1ccc(-c2c(=O)n(OCc3ccc(Cl)cc3)c3ccccc3[n+]2[O-])c(OCC)c1` gave mcGAS MS inh -10.
CN(C)c1nc(N)nc(CN2CCNC(=O)C2)n1 was read as mcGAS MS inh 1.
Screening Cc1c(C#N)c(N=CN(C)C)c(C(=O)c2ccccc2)n1-c1ccc(Br)cc1 returned mcGAS MS inh -2.
For CCc1nncn1CCNC(=O)N1CC(C)c2ccccc21 (centres undefined) the results were mcGAS MS inh -4.
For O=C(NC1CC(=O)N(Cc2ccccc2Cl)C1)c1ccsc1 (centres undefined) the results were mcGAS MS inh -6.
For CCOC(=O)N1CCN(C(c2ccccc2OC)c2c(O)cc(C)n(CC)c2=O)CC1 (centres undefined) the results were mcGAS MS inh -8.
For Cc1nc(NCCNC(=O)Nc2cccc(C)c2C)cc(N2CCCC2)n1 the results were mcGAS MS inh 0.
For COc1ccc(Cl)cc1Cn1c(C)c(C(=O)NCc2ccc(C(F)(F)F)cc2)sc1=O the results were mcGAS MS inh -5.
For Cc1nc2sccn2c1C(=O)N(C)Cc1nnc(-c2ccccc2)o1 the results were mcGAS MS inh -3.
For Cc1ccoc1C(=O)Nc1ccc(Br)c(C)n1 the results were mcGAS MS inh -4.
For CCN(CC(=O)Nc1ccccc1OC)C(=O)CN1C(=O)COc2ccccc21 the results were mcGAS MS inh -6.
For CN(CC1CC(=O)N(C(C)(C)C)C1)C(=O)CCNC(=O)c1ccc(F)cc1 (centres undefined) the results were mcGAS MS inh -4.
`CNc1cc(=O)n(C2CCCCC2)c(=O)n1C1CCCCC1` gave mcGAS MS inh -12.
`O=C(NCCc1ccc(Cl)cc1)c1cnc2sccn2c1=O` gave mcGAS MS inh 1.
For CCOc1nnc(CN2CCOC(c3n[nH]c(CC)n3)C2)s1 (centres undefined) the results were mcGAS MS inh -9.
For COc1ccc(CCNS(=O)(=O)c2ccc(F)c(C)c2)cc1OC the results were mcGAS MS inh -6.
CN(C)c1nc(SCCO)nc(N(C)C)n1 was read as mcGAS MS inh -5.
Cn1c(=O)n(Cc2cccc3ccccc23)c(=O)c2c1nc1n2CCCN1Cc1ccccc1 was read as mcGAS MS inh -4.
For Cc1cccn2c(=O)c3cc(C(=O)NC(C)C)sc3nc12 the results were mcGAS MS inh -14&-6.
O=C(c1ccno1)N(CCN1CCOCC1)c1nc2ccccc2s1 was read as mcGAS MS inh 2.
`O=C(COc1cc(Cl)c(Cl)cc1Cl)Oc1ccc2c(c1)OCO2` gave mcGAS MS inh 0.
C[C@@H]1[C@H](O)[C@@H](C)/C=C/C=C/C=C/C=C/C=C/C=C/C=C[C@H](O[C@@H]2O[C@H](C)[C@@H](O)[C@H](N)[C@@H]2O)C[C@@H]2O[C@](O)(C[C@@H](O)C[C@@H](O)[C@H](O)CC[C@@H](O)C[C@@H](O)CC(=O)O[C@H]1C)C[C@H](O)[C@H]2C(=O)O was read as mcGAS MS inh 21.
`Cc1cc(C)c(-n2cccn2)c(CN2CCN(C)C3(CCN(C)CC3)C2)c1` gave mcGAS MS inh -17.
For Brc1ccc(C2=Nc3nnnn3C(c3ccco3)C2)cc1 (centres undefined) the results were mcGAS MS inh -1.
For O=C(NCc1cc(Br)cs1)NCC1CCC1 the results were mcGAS MS inh -56.
`CCCNC(=O)COC(=O)c1snc(-c2ccccc2)c1N` gave mcGAS MS inh 7.
CCCCN(CC(N)=O)S(=O)(=O)c1ncn(C)c1Cl was read as mcGAS MS inh 6.
For O=C(c1cnc2[nH]c(=O)c3ccccc3c2c1)c1ccccc1O the results were mcGAS MS inh -9.
Screening O=C(C1Cc2ccccc2O1)N1CCc2onc(-c3ccc(F)c(F)c3)c2C1 (centres undefined) returned mcGAS MS inh -9.
Screening CCn1c(C2CCN(c3ncnc4sc(C)cc34)CC2)n[nH]c1=O returned mcGAS MS inh -2.
Screening COc1cc(CCC(=O)NC(C)(C)C)ccc1OCC(F)(F)F returned mcGAS MS inh -1.
CC1=C(C(=O)Nc2ccc(F)cc2)C(c2c(C)n[nH]c2C)NC(=O)N1C1CC1 (centres undefined) was read as mcGAS MS inh -1.
Cc1ccc(C(=O)N2CCN(Cc3cc(=O)n4ccsc4n3)CC2)cc1NC(=O)c1ccco1 was read as mcGAS MS inh 11.
O=c1c(N=Nc2ccc(Cl)cc2Cl)c(-c2ccc([N+](=O)[O-])cc2)[nH]n1-c1ccccc1 was read as mcGAS MS inh 2.
O=C(COCc1ccccc1)N1[C@H]2CCNC[C@@H]1CC2 was read as mcGAS MS inh -7.
For Cc1cccc(CC(=O)Nc2cc(C)c3c(=O)oc4ccccc4c3n2)c1 the results were mcGAS MS inh -7.
For COc1cn2c(cc1=O)C(=O)N(CCNC(=O)c1ccc(-c3ccccc3)cc1)CC2 the results were mcGAS MS inh -5.
`COc1cccc2c1CCC2NC(=O)N1CC(C)OC(C)C1` (centres undefined) gave mcGAS MS inh -13.
Screening CCn1cc2nc(OC)c(CNC(=O)c3cnn4ccn(C)c34)cc2c1O returned mcGAS MS inh 8.
`Cc1ccc(C)c(CN2CCN(c3nc4c(c(=O)[nH]c(=O)n4C)n3CC(C)C)CC2)c1` gave mcGAS MS inh -2.
`CS(=O)(=O)c1ccc(-c2ccc(CN3CCCC3)cn2)cc1` gave mcGAS MS inh -18.
Screening Cc1cccc(-c2nnc(C(C)N(C)Cc3nc4ccccc4c(=O)[nH]3)o2)c1 (centres undefined) returned mcGAS MS inh -2.
O=C(O)C=C1OC(=O)c2ccccc21 was read as mcGAS MS inh 4.
`CN(Cc1ccc(Oc2ncccn2)cc1)C1CCCN(C2Cc3ccccc3C2)C1` (centres undefined) gave mcGAS MS inh -9.
CN(C)c1cccc(C(=O)N2CCN(C(=O)c3ccc(O)cc3)CC2)c1 was read as mcGAS MS inh 3.
Screening O=C1CCc2c(ccc3ccccc23)O1 returned mcGAS MS inh 2.
N#CC(C(=O)c1cn(-c2cccc(Br)c2)nn1)c1nc(-c2ccccn2)cs1 (centres undefined) was read as mcGAS MS inh -6.
For Cc1ccc(NCN2C(=O)C3C4C=CC(C4)C3C2=O)cc1C (centres undefined) the results were mcGAS MS inh 0.
For Cc1noc(C)c1CN(C)C(=O)c1cc(C(C)C)[nH]n1 the results were mcGAS MS inh 5.
Screening CCC(C)NC(=O)C(C)Oc1ccc(Br)cc1Br (centres undefined) returned mcGAS MS inh -24.
`Oc1c2cccnc2cn1C1COC2(CCCC2)C1` (centres undefined) gave mcGAS MS inh -12.
For CC1CCc2c(C(=O)OCC(=O)NCc3cccs3)csc2C1 (centres undefined) the results were mcGAS MS inh -7.
Screening COC(=O)[C@@H]1C[C@@H](NC(=O)c2ccc(CN3CCC(C)CC3)o2)CN1C returned mcGAS MS inh 2.
O=C(C1COc2ccccc2O1)N(CCO)Cc1cccs1 (centres undefined) was read as mcGAS MS inh -2.
`CC1CN(C2CCN(C(c3ccccc3)C(C)C)CC2)CCO1` (centres undefined) gave mcGAS MS inh -2.
`c1ccc(COC2CCN(Cc3nc(-c4cccs4)no3)CC2)cc1` gave mcGAS MS inh -11.
For O=C1CSC(=S)N1N1C(=O)c2ccccc2C1=O the results were mcGAS MS inh -2.

Sorted by formula weight (largest number first): some entries from above
Screening CCC(C)NC(=O)C(C)Oc1ccc(Br)cc1Br (centres undefined) returned mcGAS MS inh -24.
Screening COC(=O)[C@@H]1C[C@@H](NC(=O)c2ccc(CN3CCC(C)CC3)o2)CN1C returned mcGAS MS inh 2.
`CC1CN(C2CCN(C(c3ccccc3)C(C)C)CC2)CCO1` (centres undefined) gave mcGAS MS inh -2.
For Cc1ccc(NCN2C(=O)C3C4C=CC(C4)C3C2=O)cc1C (centres undefined) the results were mcGAS MS inh 0.
For O=C1CSC(=S)N1N1C(=O)c2ccccc2C1=O the results were mcGAS MS inh -2.
For Cc1noc(C)c1CN(C)C(=O)c1cc(C(C)C)[nH]n1 the results were mcGAS MS inh 5.
`Oc1c2cccnc2cn1C1COC2(CCCC2)C1` (centres undefined) gave mcGAS MS inh -12.
